Assay outcomes from PubChem.
NR5A2 inv ag: NR5A2 inverse agonism in reporter assay; inhibition, % at 3.6 µM; AID 602396; O00482; HEK293T StAR-luciferase reporter, LRH-1 transfected, 24 h; actives 0.13% (n = 360,000);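 active = inhibition above the mean inhibition of all tested compounds plus 3 SD, cut at about 73% in these data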;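 also: 0% = DMSO wells and 100% = reporter-only cells lacking LRH-1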
Target sequence (O00482 whole entry, looked up): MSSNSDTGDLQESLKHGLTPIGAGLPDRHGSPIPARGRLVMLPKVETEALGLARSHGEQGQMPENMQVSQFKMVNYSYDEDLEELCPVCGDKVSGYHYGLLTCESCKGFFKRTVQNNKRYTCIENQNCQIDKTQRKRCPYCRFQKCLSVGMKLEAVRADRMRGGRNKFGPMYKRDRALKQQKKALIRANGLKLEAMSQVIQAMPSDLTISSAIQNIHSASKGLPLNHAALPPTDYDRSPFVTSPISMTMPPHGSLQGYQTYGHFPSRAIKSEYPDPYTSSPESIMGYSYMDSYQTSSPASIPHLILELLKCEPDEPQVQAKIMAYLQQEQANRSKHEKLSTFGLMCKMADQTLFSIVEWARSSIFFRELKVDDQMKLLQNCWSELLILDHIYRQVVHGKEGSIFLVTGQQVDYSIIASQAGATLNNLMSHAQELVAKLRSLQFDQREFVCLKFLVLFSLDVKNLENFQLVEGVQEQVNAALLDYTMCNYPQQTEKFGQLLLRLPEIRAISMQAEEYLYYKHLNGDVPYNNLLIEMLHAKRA
NOD2-RIPK2 inh: inhibitors of human NOD2-RIPK2 interaction; O43353; CHO BLA complementation NOD2-RIPK2, CCF4 ratio; inhibition, % at 4.98 µM; actives 0.38% (n = 360,000); AID 624267; in the data active = inhibition above about 21%;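 also: 0% = vehicle only and 100% = reference blocker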
COUP-TFII inh: blocks human COUP-TFII nuclear receptor | P24468 | HEK293T NGFI-A luciferase reporter, luminescence | inhibition, % at 8.6 µM | actives 0.7% (n = 370,000) | AID 686940;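 active = inhibition above a per-plate cutoff, mean inhibition of test wells between control levels plus 3 SD, cut at about 38% in these data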;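 also: cells cotransfected with COUP-TFII expression vector driving the NGFI-A reporter; 0% = median of COUP-TF2 test wells and 100% = reporter-only cells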
NCOA2 inhibitor: human SRC2 (NCOA2) inhibition. HEK293 GAL4-SRC2 luciferase reporter, luminescence. Q15596. actives 0.17% (n = 370,000). inhibition, % at 9 µM;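 active = inhibition above the mean inhibition of all tested compounds plus 3 SD, set per campaign, cut at about 52% in these data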;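 also: 0% = DMSO treated cells and 100% = cells given Gossypol at 36 µM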
MC4R barr agon: human MC4R agonism via beta-arrestin. U2OS MC4R beta-arrestin complementation, luminescence; percent of melanotan II response, DMSO zero. actives 0.98% (n = 360,000). activation, % at 8.9 µM. P32245;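 active = activation above a per-plate cutoff, the mean activation of sample wells on that plate plus 3 SD, cut at about 8% in these data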
Target sequence (P32245 whole entry, looked up): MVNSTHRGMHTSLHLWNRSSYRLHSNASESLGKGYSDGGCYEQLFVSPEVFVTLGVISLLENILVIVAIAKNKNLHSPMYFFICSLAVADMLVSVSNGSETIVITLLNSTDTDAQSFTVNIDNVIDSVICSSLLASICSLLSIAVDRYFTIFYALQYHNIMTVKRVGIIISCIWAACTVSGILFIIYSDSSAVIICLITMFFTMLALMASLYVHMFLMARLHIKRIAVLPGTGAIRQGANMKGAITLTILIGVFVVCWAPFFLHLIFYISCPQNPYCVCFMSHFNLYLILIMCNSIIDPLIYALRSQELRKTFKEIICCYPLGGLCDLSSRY
EBV LMP1 NFkB: reduces LMP1-driven NF-kappaB luciferase signal; inhibition, % at 12.5 µM; AID 504558; LMP1-induced NF-kappaB luciferase reporter cells, luminescence; actives 0.69% (n = 350,000); in the data active = inhibition above about 41%;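 also: 0% = neutral control wells and 100% = reference inhibitor control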
MC4R antag cAMP: blocks human MC4R cAMP signaling; inhibition, % at 6.5 µM; actives 0.48% (n = 360,000); P32245; AID 540295; MC4R-expressing cells, MTII-stimulated cAMP, LANCE TR-FRET;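 active = inhibition above its plate's cutoff, the mean of tested wells on that plate plus 3 SD, cut at about 29% in these data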;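 also: 0% = Melanotan II alone and 100% = Melanotan II plus saturating MCL0020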
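Material: human MC4R-expressing U2OS cells. Probe or stimulus: Melanotan II challenge. Dosing: 6.5 µM single dose. Times: 30-min compound, 1-h challenge, 1-h detection, room temperature. Technique: TR-FRET with Eu-cAMP and labeled anti-cAMP, 671 nm. Replication: singlicate.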
ABHD5 PLIN5 PPI: blocks binding of human ABHD5 to perilipin-5. Split G. princeps luciferase complementation, luminescence, 4 h. inhibition, % at 4 µM. actives 0.78% (n = 360,000). AID 602281;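 active = inhibition above the mean inhibition across every tested compound plus 3 SD, cut at about 22% in these data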;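 also: 0% = DMSO only wells and the 100% control is not disclosed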
NCOA3 inh: inhibits human SRC3 coactivator; Q9Y6Q9; HEK293 GAL4-SRC3 luciferase reporter, luminescence; inhibition, % at 3.6 µM; actives 0.17% (n = 360,000);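 active = inhibition above a per-campaign cutoff, the mean of all compounds plus 3 SD, cut at about 60% in these data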;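 also: 0% = DMSO-treated cells and 100% = gossypol-treated cells at 36 µM; higher means less SRC3-driven luciferase light from the GAL4 reporter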
NCOA1 inh: inhibits human SRC1 coactivator. HEK293 GAL4-SRC1 luciferase reporter, luminescence. inhibition, % at 3.6 µM. actives 0.12% (n = 360,000);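 active = inhibition above the campaign mean plus 3 SD, with each screening campaign given its own cutoff, cut at about 60% in these data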;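 also: 0% = DMSO treated cells and 100% = gossypol at 36 µM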
TLR9-MyD88 inh: inhibitors of human TLR9-MyD88 binding; Q9NR96+Q99836; CHO BLA complementation TLR9-MyD88, CCF4 FRET ratio; actives 0.21% (n = 340,000); inhibition, % at 4.98 µM;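 active = inhibition above the mean over all tested compounds plus 3 SD, cut at about 21% in these data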;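 also: 0% = DMSO only wells and 100% = clavulanate BLA inhibitor control wells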
* hit, by the source's call; . = no result given. The list is partial (hit frequency here may not be typical).

#	compound	MC4R antag cAMP	EBV LMP1 NFkB	COUP-TFII inh	NOD2-RIPK2 inh	NCOA3 inh	ABHD5 PLIN5 PPI	NCOA1 inh	TLR9-MyD88 inh	NR5A2 inv ag	MC4R barr agon	NCOA2 inhibitor
1	C=C(Br)Cn1c(CC(C)C)nc2ccccc21	3	2	15	-9	7	5	5	3	8	-0.8	-8
2	CC(C)CNC(=O)COC(=O)c1ccc(Cl)c(S(=O)(=O)N2CCc3ccccc32)c1	8	-10	-1	5	-10	-11	-5	-2	-15	2.3	-4
3	CN(C(=S)Nc1cccnc1)c1ccc(O)cc1	9	-1	0	7	6	-2	-7	9	3	-2.1	-20
4	C/C(=N\NC(=O)c1cc2c(s1)CCC(C)C2)c1ccc[nH]1 (configuration not stated)	10	-11	-40	-11	-98	-7	-62	14	-18	0.5	-5
5	N#CCSc1ncnc2ccccc12	-10	7	11	-1	24	1	14	3	0	-2.1	23
6	CCCSc1nnc(CSc2ncccn2)n1C	8	-2	-8	-8	6	4	-54	-5	5	1.6	-45
7	O=C(Nc1ccc2c(c1)OCCO2)C(c1ccnc2ccccc12)N1CCC(Cc2ccccc2)CC1 (configuration not stated)	.	.	24	-3	22	7	9	.	22	.	7
8	CC1CCN(C(=O)NC(=O)c2ccccc2)CC1	3	10	-4	-6	-3	-1	-2	6	-4	-3.3	0
9	Cc1ccc(-c2cc(N)n(-c3ccc(F)cc3)n2)cc1	6	-17	-24	-1	-60	-3	-87	0	-73	-1.2	-62
10	CCOC(=O)N1CCN(C(=O)CCCCCn2c(=S)[nH]c3ccsc3c2=O)CC1	3	4	-5	2	6	-7	-12	-18	-13	2.1	17
11	O=C(Nc1nnc([C@H]2C[C@H](O)[C@@H](CO)O2)s1)NC1CCCCC1	9	.	6	-1	-7	-6	-26	.	-26	-0.6	-4
12	Cc1c(C(=O)O)oc2ccc(S(=O)(=O)NCc3ccc4c(c3)OCO4)cc12	7	-3	7	0	-14	1	-30	3	0	1.4	-13
13	Cc1cc(C(F)(F)F)nn1CC(=O)NCc1cccs1	1	0	6	6	21	-4	7	-2	8	1.9	12
14	Cc1ccc(C(c2nnnn2CC2CCCO2)N2CCN(C(=O)c3ccco3)CC2)cc1 (configuration not stated)	3	3	-11	2	-7	4	-6	3	18	-0.2	3
15	COc1ccc(NC(=O)C[C@H]2C(=O)N(Cc3ccccc3)C[C@@H]2C)cc1	1	-3	7	-17	9	-10	-21	7	-8	0.2	-32
16	Cc1cc(Cl)ccc1OCC(=O)NN1C(=O)C2C3C=CC(C3)C2C1=O (configuration not stated)	12	2	13	0	18	2	1	3	17	-2.2	9
17	COc1ccc(OC)c(NC(=O)c2cccc(S(=O)(=O)N(Cc3ccccc3)c3ccccc3OC)c2)c1	-2	-1	-1	1	3	4	-1	3	10	-0.1	-4
18	O=C(CSc1ccccc1)NCc1cccnc1	-2	-1	5	-6	-41	0	-4	9	-22	0.8	-10
19	Cc1nn(C)cc1S(=O)(=O)NCc1ccccc1Cl	2	-21	4	-1	13	3	19	0	2	-1.4	-1
20	COc1ccc(NC(=O)Cn2nnc(-c3ccccc3)c2COc2ccc3ccccc3c2)cn1	5	.	-17	-8	-7	-10	5	.	5	-1.1	8
21	CCOc1cc(CNn2cnnc2SCC(=O)NC(C)(C)C)ccc1OCC(=O)NC(C)(C)C	1	1	-8	-1	19	0	10	3	28	0.3	7
22	O=C(NC(Cc1c[nH]c2ccccc12)C(=O)O)OCC1c2ccccc2-c2ccccc21 (configuration not stated)	.	.	-4	-3	10	-5	-63	.	0	.	-21
23	COc1cccc(NC(=O)CSc2nncn2-c2ccccn2)c1	5	-9	9	-10	-14	0	0	-1	-18	-1.9	7
24	Cc1cccc(C(=O)O/N=C(\N)Cc2cccc3ccccc23)c1	2	-8	.	-5	-7	2	-10	1	-8	-2.1	.
25	O=C(Nc1ccc(N2CCOCC2)cc1)C1CC(=O)N(c2ccc(F)cc2)C1 (configuration not stated)	4	-6	12	-1	16	0	13	1	-6	0.1	-11
26	CC(=O)Nc1ccc(S(=O)(=O)NCc2ccc3c(c2)cc(C)n3C)cc1	5	-2	-13	-16	3	6	-6	-2	-3	-1.9	-2
27	Cc1nc(C)c2c(=O)cc(-c3ccccc3)[nH]c2n1	-5	6	19	-4	22	2	-42	-5	22	-0.9	0
28	CC12CCC(=O)N1C(C(=O)N1CCN(S(=O)(=O)c3ccc(F)c(F)c3)CC1)CS2 (configuration not stated)	4	0	-21	-13	-3	8	1	-9	-30	-1.5	3
29	CCN(CC)CCCN(C)C(=O)Cn1nc(Cc2ccncc2)c2ccccc2c1=O	1	5	-13	1	-1	0	15	-7	-2	-1.0	-16
30	COc1cc2c(cc1OC)C(COc1ccc([N+](=O)[O-])cc1)N(C(C)=O)CC2 (configuration not stated)	8	12	18	3	13	-5	-10	1	5	0.9	-8
31	COc1ccccc1C(=O)Nc1ccc(S(=O)(=O)Nc2nccs2)cc1	23	1	3	0	19	4	-2	-6	-1	1.1	8
32	CC1CCCN(S(=O)(=O)c2cccc(C(=O)OCC(=O)N(C)Cc3c(F)cccc3Cl)c2)C1 (configuration not stated)	4	6	-2	6	11	-2	1	4	0	-1.1	15
33	O=C(CSc1nc(=O)n(CCCN2CCOCC2)c2c1CCC2)Nc1ccc([N+](=O)[O-])cc1	12	-4	6	7	3	10	-37	-12	18	-2.9	1
34	CN(C)S(=O)(=O)N1CCN(CC(=O)Nc2ccc(Br)cc2)CC1	0	-1	7	10	5	-3	10	-3	3	0.8	-7
35	COc1ccc(S(=O)(=O)Nc2cccc(Cl)c2)cc1OC	13	8	12	-3	5	4	5	-8	0	-0.9	0
36	Cc1nn(CC(=O)NCc2cc3ccccc3[nH]2)c(C)c1[N+](=O)[O-]	18	-6	-13	-2	0	-2	-10	1	-7	1.9	-28
37	COc1ccc([N+](=O)[O-])cc1NC(=O)C(C)OC(=O)c1ccccn1 (configuration not stated)	4	-4	11	1	14	-3	-20	-6	9	0.6	5
38	CN(Cc1ccccc1)S(=O)(=O)c1ccc(Cl)c(C(=O)NCCCN2CCCC2=O)c1	8	5	8	-2	-23	9	-6	2	0	0.8	6
39	Cc1c(C=O)c2ccccc2n1CC(=O)N1CCc2ccccc2C1	-3	7	-15	3	18	1	8	1	7	-0.6	-6
40	Cc1ccccc1N1CCN(c2ncnc3c2cnn3Cc2ccc(Cl)cc2)CC1	4	16	9	-6	10	-2	7	7	13	0.0	9
41	CCc1ccccc1NC(=S)N1N=CCC1c1ccccc1 (configuration not stated)	8	5	6	-4	1	4	-21	-1	-7	-0.6	-33
42	COC(=O)C1(C(=O)OC)C[C@H](/C=C/c2ccccc2)N(Cc2ccccc2OC)[C@@H]1c1ccc(F)cc1	.	.	-4	-25	.	-19	.	.	-4	.	-60
43	CCc1nnc(NC(=O)c2nc(S(=O)(=O)Cc3ccccc3)ncc2Cl)s1	30*	31	-8	18	-39	34*	-70	3	-19	-1.1	12
44	O=C(COC(=O)CNC(=O)C1CCCCC1)Nc1ccc(Cl)cc1F	16	0	-8	2	11	-12	4	-8	-20	1.0	-34
45	Nc1ccc(-c2nc3nc(N)nc(N)c3nc2-c2ccc(N)cc2)cc1	-17	-17	-8	-10	-17	7	-1	2	-1	-3.3	-9
46	O=C(NC1(C(=O)O)CCCC1)C(Cl)Cl	6	0	-2	-6	-30	-1	-24	-8	-10	-0.8	-31
47	O=C(Nc1cccc2c1[nH]c1ccccc12)C(F)(F)F	0	-5	-4	2	2	-3	-14	4	-15	-2.8	15
48	O=C(NCc1ccco1)c1cc(=O)c2ccccc2o1	12	-5	15	1	-15	-2	3	0	5	-1.7	-3
49	CCCN1CCN(CCCNC(=O)c2ccc(CS(=O)c3ccc(OC)cc3)o2)CC1 (configuration not stated)	2	-14	-3	-4	-19	-13	-9	-2	-6	-2.1	-16
50	Cc1nc(SCC(=O)Nc2c(C)n(C)n(-c3ccccc3)c2=O)n[nH]1	-1	0	4	-18	2	-4	0	2	20	-1.1	12

Further results.
#	compound	MC4R antag cAMP	EBV LMP1 NFkB	COUP-TFII inh	NOD2-RIPK2 inh	NCOA3 inh	ABHD5 PLIN5 PPI	NCOA1 inh	TLR9-MyD88 inh	NR5A2 inv ag	MC4R barr agon	NCOA2 inhibitor
51	CCOC(=O)N1CCN(C(=O)CSc2nnc(-c3cc(OC)ccc3OC)o2)CC1	5	-5	27	-11	8	0	-9	-7	3	1.9	-1
52	CN(CC(=O)Nc1ccc(F)cc1)C(=O)c1cn(-c2ccccc2)nc1-c1cccs1	2	-3	12	-3	-10	-6	-18	-2	5	-3.3	12
53	O=C(N/N=C/c1ccc([N+](=O)[O-])cc1)C(=O)N1CCCC1	11	3	-12	-2	13	1	-26	-6	2	-1.5	7
54	COc1ccccc1C(=O)N1CCC(C(=O)c2ccc(F)cc2)CC1	-6	23	8	-2	11	1	2	3	7	-1.8	8
55	Cc1cccc(NC(=O)c2sc(-c3ccccc3)nc2-c2ccc([N+](=O)[O-])cc2)c1	3	3	6	-11	-8	2	13	2	8	-1.1	15
56	COCc1cccc(C2=CC(=O)C[C@H](c3ccc(F)cc3)C2)c1	2	-1	1	7	-3	1	-9	-3	15	-0.8	-17
57	Oc1cccc(Nc2nc(NCC3CCCO3)c3ccccc3n2)c1 (configuration not stated)	2	-10	.	2	18	6	-2	7	3	-1.3	.
58	O=C(Cn1c(=O)sc2ccccc21)Nc1ccc(S(=O)(=O)N2CCCC2)cc1	-3	3	9	12	13	-11	6	-6	-11	0.6	16
59	C(=Cc1cnc2ccccc2n1)c1ccc2c(c1)OCO2	-9	80*	52*	12	49	3	43	2	6	2.8	52
60	CCNS(=O)(=O)c1ccc(CCC(=O)Nc2cc(Cl)ccc2Oc2ccccc2)cc1	16	6	17	-21	12	0	-4	-10	22	-0.2	-11
61	C=CC[n+]1c(-c2ccc(Cl)cc2Cl)csc1Nc1ccc(NC(C)=O)cc1	-21	2	30	5	-30	-3	-42	15	3	-1.4	34
62	Cc1ccc(-c2cc(O)cc3sc(=O)oc23)cc1C	9	9	-8	-7	20	-2	-20	-14	-8	-2.1	-11
63	COc1ccc(NC(=O)[C@@H](NC(N)=O)C(C)C)cc1Cl	-5	-4	-2	-9	10	-1	-2	0	7	-2.0	2
64	C=CCn1cnnc1SCC(=O)N(C)CC1COc2ccccc2O1 (configuration not stated)	-1	-5	-4	8	10	0	-11	2	-13	-1.4	7
65	C=CCN1[C@H](COCc2ccccc2)C=CS1(=O)=O	.	.	-5	-6	11	-3	3	.	1	.	1
66	N#CCCN(C(=O)CSc1ccc2c(c1)OCCO2)c1ccc(F)cc1	9	-15	2	2	9	0	-8	-5	9	-0.6	-1
67	NC(=O)c1ccccc1OCC(=O)NS(=O)(=O)c1ccc(Cl)cc1	0	18	-1	-6	16	3	0	5	-5	-1.6	0
